MazEF act = increases E. coli MazEF RNase cleavage of RNA; AID 504720; activation, % at 20 µM; P0AE70; FAM/BHQ RNA-DNA oligo cleavage fluorescence, 5 h; actives 0.32% (n = 350,000); in the data active = activation above about 50%
Target sequence (P0AE70 whole entry, looked up): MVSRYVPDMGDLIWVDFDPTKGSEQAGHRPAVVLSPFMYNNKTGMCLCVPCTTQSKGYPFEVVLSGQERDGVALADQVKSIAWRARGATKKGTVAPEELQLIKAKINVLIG
UGM FP inh = blocks M. tuberculosis UGM enzyme; inhibition, % at 10 µM; purified UGM, fluorescence polarization probe displacement; P9WIQ1; actives 0.06% (n = 320,000); AID 504406; in the data active = inhibition above about 10%, passing the limit was not always enough; inconclusive = no clear call, values can overlap the other calls
Target sequence (P9WIQ1 whole entry, looked up): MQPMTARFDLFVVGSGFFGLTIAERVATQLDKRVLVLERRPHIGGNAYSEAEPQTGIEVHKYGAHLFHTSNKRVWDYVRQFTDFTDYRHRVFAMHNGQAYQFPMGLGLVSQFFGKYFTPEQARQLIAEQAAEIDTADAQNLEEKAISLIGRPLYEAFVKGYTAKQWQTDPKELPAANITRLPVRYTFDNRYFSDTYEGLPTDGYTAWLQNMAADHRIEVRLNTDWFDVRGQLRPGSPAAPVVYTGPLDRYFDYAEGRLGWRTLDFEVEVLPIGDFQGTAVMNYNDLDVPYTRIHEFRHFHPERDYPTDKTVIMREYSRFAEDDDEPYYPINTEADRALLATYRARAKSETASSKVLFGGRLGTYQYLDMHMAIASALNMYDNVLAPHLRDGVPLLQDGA
BoNT F protease = blocks Botulinum neurotoxin F light chain protease; AID 588497; inhibition, % at 10 µM; Multiplex microsphere protease cleavage assay, flow cytometry; actives 0.22% (n = 360,000); in the data active = inhibition above about 35%, passing the limit was not always enough; inconclusive = no clear call, values can overlap the other calls; note: plate controls were buffer without enzyme for full effect and enzyme alone for no effect
Rv3671c inh = inhibits the M. tuberculosis serine protease Rv3671c | P9WHR9 | inhibition, % at 5.96 µM | actives 0.048% (n = 320,000) | AID 2606; in the data active = inhibition above about 38%;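 note: extracellular domain of Rv3671c used as enzyme; 0% = enzyme with DMSO and 100% = no enzyme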
Target sequence (P9WHR9 whole entry, looked up, the tested form may be a part): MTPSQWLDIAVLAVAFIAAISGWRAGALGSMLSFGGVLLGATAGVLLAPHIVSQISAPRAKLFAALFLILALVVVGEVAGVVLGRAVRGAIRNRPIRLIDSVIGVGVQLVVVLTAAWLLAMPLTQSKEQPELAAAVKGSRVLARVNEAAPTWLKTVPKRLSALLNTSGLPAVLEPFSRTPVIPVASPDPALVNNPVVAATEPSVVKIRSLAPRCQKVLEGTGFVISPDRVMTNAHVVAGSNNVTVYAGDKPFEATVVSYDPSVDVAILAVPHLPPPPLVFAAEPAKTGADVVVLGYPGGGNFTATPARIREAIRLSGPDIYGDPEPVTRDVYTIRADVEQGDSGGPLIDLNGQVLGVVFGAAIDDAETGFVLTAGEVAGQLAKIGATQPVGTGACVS
Mtb FBA inh = inhibits M. tuberculosis FBA enzyme; actives 2.3% (n = 360,000); purified M. tuberculosis FBA, fluorescence read-out; inhibition, % at 1 µM; in the data active = inhibition above about 27%;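 note: 0% = vehicle and 100% = reference inhibitor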
FadD28 binding = blocks FadD28 binding to the bisubstrate probe. inhibition, % at 12.5 µM. fluorescence polarization. AID 588549. actives 0.22% (n = 360,000); in the data active = inhibition above about 8.5%, passing the limit was not always enough; inconclusive = no clear call, values can overlap the other calls
BioA inh = BioA (M. tuberculosis) enzyme inhibition | purified M. tuberculosis BioA enzyme, plate reader | inhibition, % at 9.99 µM | actives 0.096% (n = 360,000); in the data active = inhibition above about 40%; inconclusive = no clear call, values can overlap the other calls
GDH-TPI counter = inhibits GDH-TPI coupling enzymes, artifact for Mtb FBA screen | actives 1.2% (n = 360,000) | GDH-TPI coupled enzyme counterscreen, NADH absorbance | AID 588335 | inhibition, % at 4.8 µM; in the data active = inhibition above about 30%;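 note: 0% = DMSO wells and 100% = wells lacking the enzyme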
PrPC surface inh = cell surface PrPC inhibition, primary TR-FRET screen; actives 0.43% (n = 370,000); inhibition, % at 13.8 µM; TR-FRET read-out; AID 720596; P04156; in the data active = inhibition above about 24%; note: 0% = median of the test wells and 100% = reference compound wells
Active calls of the source: *; ? = inconclusive; nt = not tested or not shown.

# | smiles | MazEF act | UGM FP inh | BoNT F protease | Rv3671c inh | Mtb FBA inh | FadD28 binding | BioA inh | GDH-TPI counter | PrPC surface inh
1 | Cc1cccc(N/C=C/C(=C(C#N)C#N)N(C)C)c1 | 5 | 0.1 | 0 | 7 | 4 | 11* | nt | 9 | 6
2 | O=C1N(Cc2ccccc2)c2ccccc2OC1(F)F | nt | nt | 1 | nt | -3 | -2.2 | -0.7 | 4 | 1
3 | O=C(O)CSc1c[nH]c2ccccc12 | -5 | 2.6 | 0 | -4 | -1 | -0.9 | -1.4 | 7 | 3
4 | Cc1ccc(Cn2nnc3c(=O)[nH]c(C4CCN(S(=O)(=O)c5ccccc5)CC4)nc32)cc1 | -5 | 2.4 | -4 | -6 | 0 | -1.3 | nt | 0 | nt
5 | COc1ccccc1N1CCN(C2CCCN(Cc3cccc(O)c3)C2)CC1 (stereo unspecified) | 8 | -2.4 | nt | -5 | 5 | -0.6 | -0.9 | -1 | 3
6 | COc1ccccc1NC(=O)C(=O)N/N=C(\C)CC(=O)Nc1ccc(OCc2ccccc2)cc1 | 13 | nt | -22 | -21 | 2 | 0.4 | -0.5 | 14 | 6
7 | CC1(C)C(=O)Nc2ccccc2N1C(=O)COC(=O)c1ccc([N+](=O)[O-])o1 | -18 | nt | 1 | -12 | -1 | -1.8 | -0.6 | 20 | -11
8 | CC(C)NC(=O)CCn1c(=S)oc2ccccc21 | -2 | -0.4 | -10 | 5 | -1 | 1.5 | nt | 10 | 1
9 | CC(C)OCCCNC(=O)c1cn(C)c2ccc(S(=O)(=O)N(C)C3CCCCC3)cc2c1=O | 3 | -1.9 | 2 | -4 | -2 | -2.8 | -1.7 | 12 | 4
10 | CC(C)C(=O)N1C2CCC1CC(O)(c1ccc(F)cc1)C2 (stereo unspecified) | 10 | 0.8 | -11 | -2 | 0 | -2.6 | -1.0 | -3 | 3
11 | CCOC(=O)C1CCN(C(c2cc3ccc(C)c(C)c3[nH]c2=O)c2nnnn2C2CCCCC2)CC1 (stereo unspecified) | -21 | 3.1 | 38* | -7 | -1 | -3.6 | -0.7 | -5 | 10
12 | COC(=O)/C=C/C(=O)Nc1cccc(C(F)(F)F)c1 | -4 | 2.4 | -4 | -4 | 1 | -4.3 | -2.1 | 6 | -7
13 | Cc1[nH]n(-c2ccccc2)c(=O)c1N=Nc1ccc2c(c1)OCO2 | -37 | -0.6 | nt | 3 | 4 | 0.0 | nt | 4 | 1
14 | O=C(COc1cccc2ccccc12)NNC(=O)C1CCCO1 (stereo unspecified) | 6 | 3.4 | -4 | -11 | 3 | -0.8 | -3.7 | 17 | -1
15 | COc1ccc(OCc2cccc(C(=O)O)c2)cc1 | 3 | -1.5 | 10 | 1 | -3 | -0.4 | nt | -3 | -1
16 | C[C@H](NC(=O)c1ccccc1)C(=O)Nc1nc(-c2ccccn2)cs1 | -21 | 2.7 | -4 | -10 | 7 | -1.8 | nt | -5 | -3
17 | NC(Cc1ccc(Cl)cc1)c1csc(Nc2ncccn2)n1 (stereo unspecified) | nt | nt | -8 | nt | 1 | -5.3 | 0.4 | -1 | 52*
18 | O=C(CSCc1ccc(Br)cc1)NCc1ccccn1 | -8 | 0.9 | -10 | 3 | 0 | -2.4 | -1.3 | -5 | 1
19 | CC(C(=O)NCc1ccc(F)cc1)c1ccc([N+](=O)[O-])cc1 (stereo unspecified) | 2 | 4.2 | 2 | -3 | -14 | -4.4 | nt | -4 | -1
20 | CCSc1nnc(NC(=O)CSc2ncccn2)s1 | 0 | 1.8 | -4 | 1 | 0 | -1.7 | 0.9 | 6 | 0
21 | C#CC[N+](C)(C)CCN1C(=O)C2C(c3ccccc3)C=CC(c3ccccc3)C2C1=O (stereo unspecified) | 7 | 5.2 | -12 | 2 | -1 | 0.2 | nt | -6 | -1
22 | CCN=C(NS(=O)(=O)c1ccc(Br)cc1)c1ccc(Cl)cc1 | -7 | 0.3 | 1 | 2 | -1 | -0.2 | 13 | -2 | -2
23 | Cc1cnc(C(=O)OCC(=O)Nc2cccc(S(=O)(=O)N3CCOCC3)c2)cn1 | 6 | -2.1 | 2 | 1 | -3 | -3.9 | -1.5 | -3 | -4
24 | COc1ccc(Cl)cc1C(=O)CSc1nnnn1C1CCCC1 | -11 | 1.5 | -3 | -3 | 3 | 0.6 | -0.6 | 7 | 7
25 | CCC(C)c1ccc(NC(=S)N2CCN(S(C)(=O)=O)CC2)cc1 (stereo unspecified) | 4 | 1.1 | -2 | 5 | 3 | 0.9 | 0.0 | 2 | 8
26 | CSc1nc2c(c(=O)n1Cc1ccccc1)SC(C)C2 (stereo unspecified) | 1 | 1.0 | 4 | 1 | 0 | -0.5 | 14 | 10 | -5
27 | O=C(CN1C(=O)/C(=C/c2ccc(Cl)cc2)SC1=S)NC1C=CS(=O)(=O)C1 (stereo unspecified) | -6 | 0.2 | -1 | -9 | 2 | -2.0 | -1.9 | 7 | 7
28 | COc1ccc(C2CC(=O)C=C(NNS(=O)(=O)c3ccc(C)cc3)C2)cc1 (stereo unspecified) | 2 | nt | -29 | -6 | -1 | -1.0 | nt | 16 | -3
29 | CN(C)C(=O)CNc1n[nH]c(=S)[nH]c1=O | -1 | 2.1 | 2 | -2 | -2 | 2.0 | -1.2 | 20 | 5
30 | CCOc1ccccc1N(CC(=O)Nc1ccccc1C(=O)OC)S(C)(=O)=O | -2 | 0.4 | nt | -3 | 3 | -2.0 | -0.5 | 7 | -2
31 | CC(=O)Nc1ccc(OCC(=O)NCCc2ccc(Cl)cc2)cc1 | 2 | -0.2 | -1 | -1 | -4 | -4.1 | 0.2 | 3 | 5
32 | O=C(Nc1ccc(N2CCN(C(=O)c3ccccc3)CC2)c(Cl)c1)c1ccco1 | -3 | 2.2 | -8 | 0 | -3 | -0.5 | 0.2 | 1 | 14
33 | Cc1ncoc1C(=O)NCC1=C(c2ccc(S(C)(=O)=O)cc2)C[C@@H]2CC[C@H]1N2CCOc1ccccc1 | 6 | nt | 3 | nt | -2 | -4.9 | -0.7 | -19 | 2
34 | CCn1cc(/C=C(\NC(=O)c2ccc(OC)cc2)C(=O)N2CCOCC2)c2ccccc21 | -7 | 3.5 | 6 | 1 | 3 | -0.4 | -2.6 | 38* | 1
35 | Cn1c(=O)c2cc(NC(=O)NCCc3cccs3)ccc2n1-c1ccc(C(C)(C)C)cc1 | nt | nt | -4 | nt | 26 | -4.0 | -1.7 | -5 | nt
36 | CC(C)CC(=O)n1sc(NC(=O)c2ccccc2)nc1=O | 2 | 2.2 | -6 | -5 | 6 | 2.5 | -0.4 | 10 | -2
37 | COc1ccc(N(CC(=O)Nc2cccc(N(C)S(C)(=O)=O)c2)S(C)(=O)=O)cc1OC | 6 | 0.2 | -11 | 0 | 1 | 0.1 | -0.1 | 6 | 5
38 | COc1cc2cc(CN(CCCN3CCOCC3)C(=O)Nc3ccc(F)cc3)c(=O)[nH]c2cc1OC | 12 | 0.4 | -1 | 4 | 18 | -0.5 | nt | 17 | -8
39 | Cn1c(=O)c2[nH]c(Cc3cccc4ccccc34)nc2n(C)c1=O | 4 | nt | 5 | nt | -1 | -0.9 | nt | 1 | -6
40 | O=c1c2cn[nH]c2[nH]c(=S)n1-c1cccc(Cl)c1 | -13 | -0.9 | 6 | 5 | 3 | -0.2 | -45 | 7 | -4
41 | O=C(COC(=O)c1ccccc1)Nc1ccccc1Sc1ccccc1 | 3 | 1.1 | -5 | -22 | -5 | -5.8 | nt | 1 | 2
42 | CCOc1ccc(N2CC(C(=O)NCCc3ccc(F)cc3)CC2=O)cc1 (stereo unspecified) | 6 | -1.8 | -10 | 10 | 1 | -1.5 | 0.8 | -5 | -3
43 | Cc1cc(/C=C2\NC(=O)N(Cc3ccc(Cl)cc3)C2=O)c(C)n1C | 15 | 0.0 | -14 | -1 | 0 | -0.5 | nt | 6 | -1
44 | CCOc1ccc(NC(=O)C2CCN(S(=O)(=O)c3ccc4c(c3)C(C)(C)C(=O)N4C)CC2)cc1 | -1 | 2.6 | -6 | -15 | 0 | -1.5 | -0.7 | -4 | -10
45 | COc1ccc(/C=C2/SC(=O)N(CCNC(=O)C3CC(=O)N(Cc4ccccc4)C3)C2=O)cc1 (stereo unspecified) | 8 | nt | 1 | nt | -2 | -3.4 | -0.7 | 26 | -4
46 | Cc1onc(-c2ccccc2)c1NC(=O)OC(C)c1cccnc1 (stereo unspecified) | -2 | nt | 1 | nt | -1 | -3.3 | -0.4 | 1 | -5
47 | CC(=O)c1cc2c(cc1N(C(=O)c1ccco1)C(C(=O)NC1CCCC1)c1ccccc1F)OCO2 (stereo unspecified) | 4 | 2.0 | -14 | 2 | 3 | nt | -0.9 | 12 | -1
48 | O=C(Nc1nccs1)C1CC(=O)N(CCc2ccc(F)cc2)C1 (stereo unspecified) | 11 | 5.0 | 13 | 8 | 0 | 1.0 | 6.3 | -1 | -3
49 | ClC1(CNc2ccccc2)CCN(Cc2ccccc2)CC1 | 4 | -0.4 | -23 | -7 | 1 | 2.9 | nt | 0 | -7
50 | CCCCC1=CC2=C(c3ccco3)C(=O)C(C)(OC(=O)c3ccc(OC)cc3)C(=O)C2=CN1C1CC1 (stereo unspecified) | -35 | 2.7 | -19 | 6 | 1 | 0.9 | -2.4 | 15 | 12

Reformatted: entries from further up
[48] O=C(Nc1nccs1)C1CC(=O)N(CCc2ccc(F)cc2)C1 (stereo unspecified)
  MazEF act: 11 | UGM FP inh: 5.0 | BoNT F protease: 13 | Rv3671c inh: 8 | Mtb FBA inh: 0 | FadD28 binding: 1.0 | BioA inh: 6.3 | GDH-TPI counter: -1 | PrPC surface inh: -3
[49] ClC1(CNc2ccccc2)CCN(Cc2ccccc2)CC1
  MazEF act: 4 | UGM FP inh: -0.4 | BoNT F protease: -23 | Rv3671c inh: -7 | Mtb FBA inh: 1 | FadD28 binding: 2.9 | BioA inh: nt | GDH-TPI counter: 0 | PrPC surface inh: -7

Carrying on:
# | smiles | MazEF act | UGM FP inh | BoNT F protease | Rv3671c inh | Mtb FBA inh | FadD28 binding | BioA inh | GDH-TPI counter | PrPC surface inh
51 | CCCOC(=O)C1=C(C)N(C)C(=O)NC1c1cc2c(cc1Br)OCO2 (stereo unspecified) | -25 | -2.1 | -3 | -2 | 1 | -2.7 | 0.6 | 0 | 4
52 | CCN(CC(=O)Nc1ccccc1OC)C(=O)CC1CC2CCC1C2 (stereo unspecified) | 2 | 1.6 | -16 | 10 | 1 | -3.1 | 0.5 | 0 | 6
53 | Nc1nc(C23CC4CC(CC(C4)C2)C3)cs1 | -5 | 0.8 | -4 | -2 | 1 | 3.6 | 0.9 | 10 | -1
54 | CC(C)CCNc1nc(N)c([N+](=O)[O-])c(N2CCCCCC2)n1 | 3 | 0.1 | -17 | 4 | 2 | 4.5 | -0.8 | 9 | 2
55 | Nc1nc(CN2CCN(c3ccccc3)CC2)nc(Nc2ccc(Cl)cc2)n1 | 1 | -1.6 | 0 | 5 | 5 | -3.8 | 1.8 | -3 | 3
56 | Cn1ncc(C#N)c1/N=C/N1CCCC1 | -1 | 0.6 | 2 | -4 | 2 | -0.5 | -0.1 | 8 | 2
57 | O=C(c1ccco1)N1CCCC(c2nc3c(nnn3Cc3c(Cl)cccc3Cl)c(=O)[nH]2)C1 (stereo unspecified) | 7 | -1.3 | 2 | -3 | 0 | -7.5 | 5.1 | 0 | -7
58 | COc1ccc(-c2c(NC(=O)c3ccco3)n(-c3ccc(C)cc3)nc(C)c2=O)cc1 | -8 | -1.7 | ? | 11 | -1 | 1.0 | 2.5 | 20 | 4
59 | COc1ccc(F)cc1S(=O)(=O)N1CCC2(CC1)OCCN2S(=O)(=O)c1ccccc1 | -2 | nt | 10 | nt | 6 | 1.6 | nt | 8 | -2
60 | CC1(C)CC(=O)N(c2cc(Cl)ccc2Cl)C(=O)C1 | 7 | -1.1 | -6 | 7 | 3 | -1.1 | -0.6 | 0 | 4
61 | CCN(CC)C(=O)CSc1nc2ccccc2c(=O)n1OC | 1 | 0.4 | -2 | 11 | 0 | -2.1 | 0.4 | 9 | 5
62 | O=C(CSc1nnc(Nc2ccccc2)s1)NN1C(=O)NC2(CCCCC2)C1=O | -2 | -0.2 | -3 | 6 | 1 | 0.9 | nt | 3 | 3

Compounds from the list above with a COOH group:
# | smiles | MazEF act | UGM FP inh | BoNT F protease | Rv3671c inh | Mtb FBA inh | FadD28 binding | BioA inh | GDH-TPI counter | PrPC surface inh
3 | O=C(O)CSc1c[nH]c2ccccc12 | -5 | 2.6 | 0 | -4 | -1 | -0.9 | -1.4 | 7 | 3
15 | COc1ccc(OCc2cccc(C(=O)O)c2)cc1 | 3 | -1.5 | 10 | 1 | -3 | -0.4 | nt | -3 | -1

Outcome played no part in choosing rows; overall some 4.8% were active at least once.
